# Spn PMK inh = blocks S. pneumoniae phosphomevalonate kinase | purified PMK, PK/LDH-coupled NADH absorbance 340 nm | inhibition, % at 10 µM | 65,000 tested, 0.49% active;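 active means top-ranked compounds by inhibition in the single 10 µM screen, taking a fixed number of the strongest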;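 further: 0% = full reaction with DMSO carrier and 100% = background rate without enzyme reaction; no value below 0 was filed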
# HT1080 cytotoxicity = cytotoxicity in HT1080 fibrosarcoma cells, cell-based, fluorescence readout (AID 620) | HT1080 viability, fluorescence; higher % means a stronger effect | 87,000 tested, 0.42% active | one-dose cytotoxicity, % at 10 µM; EC50 in µM for titrated hits;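 further: cells exposed to compound overnight then 4 h with Alamar Blue; 0% = vehicle DMSO and 100% = killing control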
# Spn DPM-DC inh = inhibitors of Streptococcus pneumoniae diphosphomevalonate decarboxylase; purified DPM-DC, PK/LDH coupled NADH fluorescence; calls only at 10 µM; 65,000 tested, 0.49% active; AID 556;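 active means the 320 compounds with the highest percent inhibition in the single-dose primary screen, excluding strongly autofluorescent ones, cut at about 32% in these data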;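 further: kinetic rate of NADH fluorescence loss reporting ADP formed by the decarboxylase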
# LYP phosphatase = LYP phosphatase inhibitors, primary screen, biochemical, DiFMUP fluorescence, recombinant catalytic domain, 10 µM (AID 606) | inhibition, % at 10 µM; hits with a dose series show IC50 in µM | 52,000 tested, under 10 active | recombinant LYP catalytic domain, DiFMUP fluorescence; higher % means a stronger effect;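 active means IC50 under 40 µM in the dose-response test; inactive means IC50 of 40 µM or more, or never dose-tested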
# Alkaline phosphatase = human TNAP enzyme inhibitors, biochemical, luminescent (AID 518). purified TNAP enzyme, luminescent substrate readout; higher % means a stronger effect. inhibition, % at 20 µM; hits with a dose series show IC50 in µM. 64,000 tested, 0.09% active; in the data active means a potency from the dose series; inactive means the rest, 99 in 100 with inhibition below about 22%;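 further: plate controls were vehicle for no effect and reference inhibitor for full effect; many of its hits are not listed in these tables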
# KRASV12 cytotoxicity = viability loss of HPDE-C7K cells – cell-based, fluorescence, HTS, primary screen (AID 431); HPDE-C7K KRASV12 cells, Alamar Blue viability, 48 h; higher % means a stronger effect; one-dose cytotoxicity, % at 10 µM; EC50 in µM for titrated hits; 63,000 tested, 1.7% active;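 active means compounds whose percent cytotoxicity in the single-dose primary screen, scaled between solvent and toxic-drug controls, exceeds 50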;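 further: 0% = DMSO solvent wells and 100% = doxorubicin-treated wells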
# HPDE-C7 viability = cytotoxicity in HPDE-C7 cells, cell-based, fluorescence, HTS (AID 430). 63,000 tested, 1.8% active. HPDE-C7 pancreatic duct cells viability, fluorescence; higher % means a stronger effect. one-dose cytotoxicity, % at 10 µM; EC50 in µM for titrated hits;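 further: cells exposed to compound for 48 hours before viability readout; 0% = vehicle and 100% = reference cytotoxic drug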
# MK inhibit = blocks S. pneumoniae mevalonate kinase. purified MK, PK/LDH-coupled NADH absorbance 340 nm. inhibition, % at 10 µM. 65,000 tested, 0.48% active. AID 555;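 active means ranked among the strongest by inhibition in the single 10 µM screen, a fixed top-ranked set picked for dose follow-up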; further: no value below 0 was filed
# Bfl-1 displacement = Bfl-1 inhibitors, primary screen, biochemical, fluorescence polarization, FITC-Bid, mouse (AID 432). 64,000 tested, 0.02% active. displacement, % at 20 µM, or IC50 in µM where a hit was titrated. FITC-Bid BH3 peptide fluorescence polarization displacement; higher % means a stronger effect; in the data active means a potency from the dose series; inactive means the rest, 99 in 100 with displacement below about 15%; further: strong numbers were not always called active
# Spn PMK inh pilot replicates = further read-out of Spn PMK inh, marked with its call; inhibition, %; measured here: pilot screen replicates
# MK inhibit pilot replicates = further read-out of MK inhibit, marked with its call; inhibition, %; measured here: pilot screen replicates
# Spn DPM-DC inh pilot screen % = further read-out of Spn DPM-DC inh, marked with its call; inhibition, %; measured here: pilot screen trials
# Starred values were filed as active, the others as inactive; i = inactive; · = no result given. Unless noted, no stated cut-off is given here; in the data, active means cytotoxicity above about 50%; inactive means the rest.
SMILES,Spn PMK inh,HT1080 cytotoxicity,Spn DPM-DC inh,LYP phosphatase,Alkaline phosphatase,KRASV12 cytotoxicity,HPDE-C7 viability,MK inhibit,Bfl-1 displacement,others
COc1ccc(NC(=O)CSc2nnc(CNc3ccc(F)cc3)o2)c(OC)c1,16.0,13.9%,i,17.4%,9.1%,-8.7%,-4.4%,11.0,-9.1%,
COc1cc(C2C(C(C)=O)=C(C)Nc3ncnn32)ccc1O (stereo not given),0.0,1.9%,i,·,4.5%,2.2%,-4.1%,17.0,2.5%,
Cc1ccc(SCc2nc(-c3ccccn3)no2)cc1,0.0,6.6%,i,16.1%,16.1%,3.2%,0.1%,5.0,-5.1%,
CCOC(=O)CN1CC23C=CC(O2)C(C(=O)NCc2ccc(C)cc2)C3C1=O (stereo not given),7.0,1.5%,i,0.1%,3.8%,-0.6%,-2.0%,2.0,-1.0%,
Cc1ccc2c(c1)N(Cc1ccccn1)C(=O)C(C)O2 (stereo not given),18.0,-3.1%,i,·,10.5%,-1.5%,-8.8%,0.0,-6.9%,
O=C(NCCCN1CCCC1=O)c1cccc(C(F)(F)F)c1,7.0,·,i,7.2%,3.6%,-11.3%,1.6%,5.0,6.3%,
CN(CC(=O)N1CCc2ccccc21)S(=O)(=O)c1cccs1,0.0,·,i,6.3%,9.4%,-4.7%,-6.4%,10.0,-1.5%,
CC1(C)Cc2c(sc3nc(-c4cccs4)n(N)c(=O)c23)CO1,9.0,7.0%,i,-5.7%,9.3%,-18.9%,-22.2%,11.0,-6.1%,
Cc1ccc(CNC(=O)c2cccc(-n3cnnn3)c2)cc1,15.0,0.6%,i,·,12.0%,-12.2%,0.2%,16.0,-2.7%,
Cc1ccc(-c2cc(-c3ccc(Cl)cc3)c(C#N)c(N)n2)o1,0.0,-1.6%,·,-7.3%,4.2%,74.2%*,64.4%*,13.0,7.4%,
Cc1ccc(-c2nn3c(C)nnc3c3ccccc23)cc1S(=O)(=O)N1CCN(CCO)CC1,2.0,12.9%,i,·,10.6%,2.4%,9.6%,0.0,1.1%,
Cc1ccc(C)c(NC(=O)C2CC(=O)N(C(C)C)C2)c1 (stereo not given),18.0,-0.6%,i,-1.4%,11.1%,1.5%,-0.8%,0.0,-4.3%,
Cc1cc(NC(=O)c2cn(C3CCCCC3)c(=O)c3c2c2ccccc2n3C)no1,5.0,3.6%,i,7.9%,9.0%,-3.5%,-2.1%,4.0,5.1%,
CCOc1ccccc1NC(=O)CSc1nnnn1Cc1ccccc1,0.0,3.9%,i,1.5%,5.2%,-13.0%,-10.6%,9.0,3.6%,
Cc1cc(C)nc(SCc2nnc(SCC(=O)Nc3ccc(C)c(C)c3)n2Cc2ccco2)n1,1.0,-32.5%,i,-4.1%,0.7%,·,·,4.0,-6.0%,
NC(=O)c1c(N)sc(=S)n1CC1CCCO1 (stereo not given),8.0,7.3%,i,-18.9%,11.5%,-14.2%,-13.8%,8.0,-1.8%,
CCCCCn1c(=NC(=O)c2ccco2)c(C(=O)OCC)cc2c(=O)n3ccccc3nc21,9.0,-1.4%,i,7.0%,8.4%,18.2%,6.9%,5.0,-2.9%,
CCCc1ccc(OCC(=O)O)cc1,2.0,-3.5%,i,2.4%,8.2%,2.3%,3.0%,0.0,0.2%,
Cc1nc(-c2ccc3c(c2)OCO3)cs1,8.0,6.3%,i,-18.5%,0.4%,-26.4%,-39.5%,9.0,-1.2%,
Cc1noc(C)c1COc1cccc(C(=O)Oc2ccc3c(c2)OCO3)c1,2.0,4.4%,i,-1.3%,6.6%,11.6%,2.7%,5.0,-0.9%,Spn PMK inh pilot replicates=3.5;MK inhibit pilot replicates=0.0;Spn DPM-DC inh pilot screen %=0.0
N#Cc1c2n(c3c(=O)n(Cc4ccccc4)cnc13)CCCC2,8.0,-4.4%,i,8.1%,8.6%,-7.2%,-7.7%,0.0,-11.2%,
O=C(CSc1nnnn1-c1cccnc1)NCc1cccs1,14.0,0.9%,i,-8.7%,2.2%,-4.3%,0.2%,1.0,10.8%,
Cc1nc(-c2ccc(S(=O)(=O)N3CCCCCC3)cc2)cs1,12.0,2.1%,i,-7.7%,7.5%,-11.3%,-15.1%,9.0,4.3%,
O=C(O)CSC1c2ccccc2C(=O)N1Cc1ccccc1 (stereo not given),8.0,-0.7%,i,-3.4%,5.4%,2.3%,-9.1%,17.0,0.5%,
CC12CCC(C(=O)NCC3CCCO3)(OC1=O)C2(C)C (stereo not given),11.0,·,i,6.2%,6.9%,-0.1%,-7.1%,8.0,-2.0%,
O=C(Nc1ccc(-c2nc3ccccc3[nH]2)cc1)c1ccco1,15.0,12.5%,i,-6.1%,14.3%,9.6%,11.5%,0.0,6.2%,
O=C(CN1C(=O)C2CC=CCC2C1=O)OCCN1C(=O)c2ccccc2C1=O (stereo not given),15.0,-0.1%,i,·,1.9%,-7.3%,-2.4%,12.0,-6.3%,
c1nc(N2CCC3(CC2)OCCO3)c2[nH]cnc2n1,17.0,-8.7%,i,28.5%,·,·,·,3.0,·,
CCOc1ccc(-c2nc(S(=O)(=O)c3ccccc3)c(NCc3cccnc3)o2)cc1,8.0,0.3%,i,11.2%,9.1%,-17.2%,-0.2%,5.0,-9.2%,Spn PMK inh pilot replicates=0.0;MK inhibit pilot replicates=0.0;Spn DPM-DC inh pilot screen %=2.5
CCOC(=O)C1=C(C)Nc2nc(SCC(=O)OC)nn2C1c1cc(F)cc(F)c1 (stereo not given),12.0,-6.4%,i,1.8%,13.4%,17.2%,3.4%,13.0,-4.4%,Spn PMK inh pilot replicates=2.5;MK inhibit pilot replicates=0.0;Spn DPM-DC inh pilot screen %=0.0
CCCc1cc(=O)[nH]c(SCCOc2ccc(Cl)cc2)n1,0.0,0.9%,i,0.7%,11.5%,-0.6%,3.4%,6.0,-0.3%,
Cn1ccnc1C(O)(c1nnc(-c2ccccc2)o1)C(F)(F)F (stereo not given),18.0,-7.5%,i,·,5.6%,·,·,0.0,-5.0%,
O=C1c2ccccc2C(Nc2ccc3c(c2)OCCO3)N1c1ccc(Cl)cn1 (stereo not given),8.0,-5.6%,i,10.1%,6.7%,-8.9%,-13.5%,4.0,-4.1%,
CN1CCN(Cc2cc(=O)oc3cc4c(cc23)CCC4)CC1,11.0,-6.4%,i,·,1.4%,-13.3%,-15.6%,17.0,-4.4%,
O=C(CC1CCCCC1)c1c(O)c2ccccc2oc1=O,0.0,10.0%,i,4.9%,5.0%,59.2%*,35.6%,5.0,1.2%,
Cc1ccc(C(=O)OCC(=O)Nc2sc3c(c2C#N)CCCCC3)cc1NC(=O)c1ccco1,20.0,-5.3%,i,3.4%,15.5%,·,·,0.0,-0.8%,
COc1ccccc1-n1cnc2cc(C(=O)NCc3ccco3)ccc21,13.0,-2.4%,i,6.0%,·,·,·,0.0,·,
CC1CCN(Cc2nc3c(c(=O)n(C)c(=O)n3C)n2Cc2cccc3ccccc23)CC1,10.0,·,i,·,16.7%,12.5%,-0.6%,6.0,-6.1%,Spn PMK inh pilot replicates=5.0;MK inhibit pilot replicates=2.0;Spn DPM-DC inh pilot screen %=0.0
CS(=O)(=O)N(CC(=O)N1CCN(c2cccc(Cl)c2)CC1)C1CCCCC1,5.0,1.3%,i,3.3%,16.0%,6.6%,-2.8%,7.0,-3.4%,Spn PMK inh pilot replicates=3.0;MK inhibit pilot replicates=1.5;Spn DPM-DC inh pilot screen %=1.5
C=CCN1C(=O)C2(/C(=C(\O)c3ccc4c(c3)OCCO4)C(=O)C(=O)N2CCCOC)c2ccccc21 (stereo not given),10.0,-12.1%,i,-4.3%,3.4%,-2.4%,-4.6%,2.0,-1.3%,Spn PMK inh pilot replicates=0.0;MK inhibit pilot replicates=0.0;Spn DPM-DC inh pilot screen %=2.5
CC(NC(=O)c1ccccc1O)c1ccccc1 (stereo not given),0.0,·,·,1.7%,1.6%,-7.9%,7.7%,5.0,-1.4%,
Cc1ccc(C(=O)N2CCC(C(N)=O)CC2)cc1C,11.0,-2.5%,i,11.9%,14.0%,-1.2%,-5.8%,10.0,-1.2%,
CN(C)c1ccc(CN(C(=O)COc2ccc(F)cc2)C2CCS(=O)(=O)C2)cc1 (stereo not given),11.0,11.4%,i,4.7%,8.1%,6.1%,7.5%,13.0,-3.2%,
COc1ccc(Cl)cc1NC(=O)c1ccco1,6.0,-1.4%,i,9.9%,4.5%,5.6%,2.0%,8.0,-1.3%,
O=C(CSc1nnnn1C1CCCC1)Nc1ccc2c(c1)OCCO2,12.0,3.1%,i,·,3.1%,-15.4%,-24.2%,6.0,4.6%,
COC(=O)C1CCN(C(=O)N2CCOCC2)CC1,9.0,-6.8%,i,-1.4%,6.0%,-2.3%,1.6%,8.0,-8.2%,
CCN(CC(=O)Nc1c(C(=O)OC)[nH]c2ccc(C)cc12)c1ccc2c(c1)OCO2,15.0,-6.0%,i,·,12.1%,·,·,7.0,4.1%,
Cc1nn(CC(O)Cn2cnc3c2c(=O)n(C)c(=O)n3C)c(C)c1Br (stereo not given),0.0,2.0%,i,14.0%,·,·,·,12.0,·,
O=C(CN1CCOCC1)n1c2ccccc2c2ccccc21,12.0,-3.4%,i,·,11.8%,12.0%,5.0%,10.0,0.9%,
Cc1ccc(N2C(=O)CSC23C(=O)Nc2ccccc23)cc1 (stereo not given),16.0,16.3%,i,-1.8%,7.3%,-5.4%,0.0%,0.0,-14.4%,
C=CCN1CCN(C(c2ccc(OC)c(OC)c2)c2nnnn2C(C)(C)C)CC1 (stereo not given),20.0,-4.9%,i,6.2%,7.2%,-13.2%,-13.2%,8.0,-0.9%,
Oc1c(C(c2ccccn2)N2CCOCC2)ccc2cccnc12 (stereo not given),11.0,5.5%,i,-0.3%,-60.3%,·,·,0.0,-5.7%,
O=c1c2ccccc2nc(-c2ccccc2)n1CCCN1CCOCC1,13.0,-1.4%,i,10.7%,2.1%,-16.2%,-10.2%,12.0,3.2%,

# Quoted from above (5 entries):
SMILES,Spn PMK inh,HT1080 cytotoxicity,Spn DPM-DC inh,LYP phosphatase,Alkaline phosphatase,KRASV12 cytotoxicity,HPDE-C7 viability,MK inhibit,Bfl-1 displacement,others
O=C(CN1CCOCC1)n1c2ccccc2c2ccccc21,12.0,-3.4%,i,·,11.8%,12.0%,5.0%,10.0,0.9%,
Cc1ccc(N2C(=O)CSC23C(=O)Nc2ccccc23)cc1 (stereo not given),16.0,16.3%,i,-1.8%,7.3%,-5.4%,0.0%,0.0,-14.4%,
C=CCN1CCN(C(c2ccc(OC)c(OC)c2)c2nnnn2C(C)(C)C)CC1 (stereo not given),20.0,-4.9%,i,6.2%,7.2%,-13.2%,-13.2%,8.0,-0.9%,
Oc1c(C(c2ccccn2)N2CCOCC2)ccc2cccnc12 (stereo not given),11.0,5.5%,i,-0.3%,-60.3%,·,·,0.0,-5.7%,
O=c1c2ccccc2nc(-c2ccccc2)n1CCCN1CCOCC1,13.0,-1.4%,i,10.7%,2.1%,-16.2%,-10.2%,12.0,3.2%,

# Screening data: PubChem, several laboratories
